Screening data (PubChem)
TLR9-MyD88 block = blocks human TLR9 binding to MyD88; Q9NR96+Q99836; CHO BLA complementation TLR9-MyD88, CCF4 FRET ratio; inhibition, % at 4.98 µM; 0.21% of 340,000 active; AID 504734;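 active = inhibition above the mean over all tested compounds plus 3 SD, cut at about 21% in these data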;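 note: 0% = DMSO only wells and 100% = clavulanate BLA inhibitor control wells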
ABHD5 PLIN5 PPI = ABHD5-PLIN5 protein interaction inhibition. inhibition, % at 4 µM. Split G. princeps luciferase complementation, luminescence, 4 h. Q00G26+Q8WTS1. 0.78% of 360,000 active. AID 602281;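 active = inhibition above the mean inhibition across every tested compound plus 3 SD, cut at about 22% in these data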;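 note: 0% = DMSO only wells and the 100% control is not disclosed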
NCOA2 inhibitor = human SRC2 (NCOA2) inhibition; 0.17% of 370,000 active; Q15596; inhibition, % at 9 µM; HEK293 GAL4-SRC2 luciferase reporter, luminescence; AID 651957;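 active = inhibition above the mean inhibition of all tested compounds plus 3 SD, set per campaign, cut at about 52% in these data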;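 note: 0% = DMSO treated cells and 100% = cells given Gossypol at 36 µM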
TROY signal inh = inhibitors of TROY-dependent NF-kB signaling. 0.98% of 360,000 active. AID 1347056. inhibition, % at 10 µM. Q293 LMP1-TROYcd NF-kB luciferase reporter, 4 h;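 active = compounds whose plate-normalised and pattern-corrected inhibition of the luciferase reporter signal at the single screening dose is 50% or more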
NR5A2 inv ag = NR5A2 inverse agonism in reporter assay; O00482; HEK293T StAR-luciferase reporter, LRH-1 transfected, 24 h; inhibition, % at 3.6 µM; 0.13% of 360,000 active;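 active = inhibition above the mean inhibition of all tested compounds plus 3 SD, cut at about 73% in these data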;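 note: 0% = DMSO wells and 100% = reporter-only cells lacking LRH-1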
Exocytosis inh = lytic granule exocytosis inhibition; TALL-104 LAMP-1 surface exposure, flow cytometry; cells stimulated with thapsigargin and PMA; inhibition, % at 10 µM; 0.66% of 360,000 active; AID 651702;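 active = inhibition above about 55%, limit read from the data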
TWEAK-Fn14 inh = inhibitors of TWEAK-Fn14 interaction signaling; TWEAK-stimulated Fn14 reporter cells, luciferase luminescence, 8 h; inhibition, % at 10 µM; 2% of 360,000 active; AID 1159606; in the data active = inhibition above about 50%
SRC3 inh = human NCOA3 inhibition. inhibition, % at 3.6 µM. 0.17% of 360,000 active. AID 588352. HEK293 GAL4-SRC3 luciferase reporter, luminescence;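 active = inhibition above a per-campaign cutoff, the mean of all compounds plus 3 SD, cut at about 60% in these data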;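 note: 0% = DMSO-treated cells and 100% = gossypol-treated cells at 36 µM; higher means less SRC3-driven luciferase light from the GAL4 reporter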
SRC1 inh = inhibits human SRC1 coactivator; Q15788; HEK293 GAL4-SRC1 luciferase reporter, luminescence; inhibition, % at 3.6 µM; 0.12% of 360,000 active;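 active = inhibition above the campaign mean plus 3 SD, with each screening campaign given its own cutoff, cut at about 60% in these data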;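 note: 0% = DMSO treated cells and 100% = gossypol at 36 µM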
NOD2 RIPK2 PPI = blocks binding of human NOD2 to RIPK2. O43353. CHO BLA complementation NOD2-RIPK2, CCF4 ratio. inhibition, % at 4.98 µM. 0.38% of 360,000 active; in the data active = inhibition above about 21%;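 note: 0% = vehicle only and 100% = reference blocker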
COUP-TFII inh = NR2F2 (human) inhibition, primary screen; AID 686940; inhibition, % at 8.6 µM; HEK293T NGFI-A luciferase reporter, luminescence; 0.7% of 370,000 active;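 active = inhibition above a per-plate cutoff, mean inhibition of test wells between control levels plus 3 SD, cut at about 38% in these data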;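 note: cells cotransfected with COUP-TFII expression vector driving the NGFI-A reporter; 0% = median of COUP-TF2 test wells and 100% = reporter-only cells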
An asterisk follows results filed as active; · = not tested or not shown. This is a subset; count on the stated rates, not on these rows.

structure | ABHD5 PLIN5 PPI | NR5A2 inv ag | NCOA2 inhibitor | TWEAK-Fn14 inh | NOD2 RIPK2 PPI | COUP-TFII inh | SRC1 inh | Exocytosis inh | TLR9-MyD88 block | SRC3 inh | TROY signal inh
O=C(N/N=C/c1cccc(Oc2ccccc2)c1)c1ccccc1Br | -10 | -10 | 1 | 16 | -6 | -12 | -6 | 4 | -17 | -3 | -42
CCCSc1nnc2[nH]c(=O)cc(N)n12 | -1 | 0 | -7 | 6 | -13 | -5 | -13 | -1 | 8 | 5 | -2
COc1ccc(CNC(=O)CCc2c(C)nc3cc(-c4ccccc4OC)nn3c2C)cc1 | 8 | 1 | 24 | -1 | -4 | 6 | -15 | 1 | 1 | -2 | 3
CCOC(=O)c1c(-c2ccc(C)o2)csc1NC(=O)CN1CCN(CC)CC1 | 18 | 15 | 16 | -5 | 0 | -1 | -13 | 21 | -4 | 11 | 11
CC(C)(C)n1nnnc1C(c1cccs1)N1CCN(C/C=C/c2ccccc2)CC1 (stereo not given) | 17 | 6 | 17 | 16 | 12 | 1 | 1 | -6 | · | 12 | 5
O=C(Cc1ccccc1)N1CCN(S(=O)(=O)c2cccc([N+](=O)[O-])c2)CC1 | -2 | 9 | -10 | 10 | -17 | -1 | -2 | 2 | 10 | 11 | -10
Cc1[nH]c2ccccc2c1C(=O)/C=C\c1ccccc1Cl | -3 | -94 | -8 | 11 | 1 | -12 | -72 | -1 | -2 | -34 | -40
CCc1nnc(NC(=O)CSc2ccc(-c3ccc(C)cc3)nn2)s1 | -1 | -28 | -25 | -45 | 1 | -9 | -55 | 0 | 2 | -44 | -21
CNC(=O)c1ccsc1NC(=O)CS(=O)(=O)c1ccc(Cl)cc1 | -5 | -7 | 7 | -15 | -10 | -1 | -17 | -16 | 4 | 8 | 6
O=C(CSc1nccn1-c1ccc(F)cc1)Nc1ccc2c(c1)OCO2 | -2 | -19 | -17 | -7 | -13 | 6 | -4 | 0 | 0 | 9 | -41
COc1ccc(NC2=Nc3cccc4cccc2c34)cc1 | -4 | -47 | -19 | -40 | 1 | -1 | -20 | 0 | 5 | -8 | -42
CCC/C=C/c1ccc(CN2C(CC(C)C)C(=O)N(Cc3cn(CCC4OCCO4)nn3)CCS2(=O)=O)cc1 (stereo not given) | -3 | -11 | -1 | 21 | -6 | 12 | -10 | 20 | -5 | -13 | 16
N=c1n(CCN2CCCCC2)c2ccccc2n1CC(=O)c1cccs1 | 9 | 7 | -28 | 8 | -4 | -7 | -1 | 1 | 1 | 28 | -26
Cc1cc(Br)c(NC(=O)COC(=O)CC2CC3CCC2C3)c(Br)c1 (stereo not given) | -7 | -2 | -15 | 2 | 1 | 15 | 2 | 2 | -3 | 5 | 11
O=C(OCCN1C(=O)c2cccc3c(N4CCOCC4)ccc(c23)C1=O)c1ccc(Cl)cc1Cl | -4 | 9 | -2 | 90* | 7 | -4 | 16 | 9 | 38* | 23 | 49
CC(C)c1nc2oc3c(=O)[nH]cnc3c2c2c1COC(C)(C)C2 | 1 | -10 | 4 | 9 | 5 | -8 | 3 | 3 | -5 | 20 | 17
Cc1ccccc1NS(=O)(=O)c1ccc(-c2ccc(=O)[nH]n2)o1 | -1 | 24 | 16 | -1 | 0 | 0 | 7 | 0 | -3 | -1 | -4
Cc1cc(Cl)ccc1OCCCC(=O)OCC(N)=O | 0 | 16 | 18 | -20 | -3 | -6 | -14 | 0 | 4 | 4 | -8
CN(C)c1cccc(C(=O)N(Cc2ccccc2)Cc2ccccc2)c1 | 3 | -7 | -6 | -8 | -3 | 0 | 2 | 36 | 0 | -9 | -24
COc1ccc(CC(=O)NC(C)c2nnc(SCC(=O)c3ccc(Br)cc3)n2C)cc1 (stereo not given) | 8 | 8 | -29 | 17 | -2 | 9 | -1 | 5 | 3 | 2 | 4
CCOC(=O)C1CCCN(Cc2ccc(OCc3ccccc3)cc2)C1 (stereo not given) | -1 | 11 | 14 | -12 | 0 | -15 | -4 | 47 | -4 | -1 | -8
Cc1cccc(OCC(=O)Nc2ccc(CN3CCOCC3)cc2)c1C | 1 | -8 | -3 | 16 | 0 | 12 | -11 | 11 | -4 | -27 | -7
CC(C)N(C)c1ncnc2c1ncn2[C@H]1CN(Cc2cccs2)C[C@@H](CO)O1 | 1 | -29 | -32 | 3 | -10 | 8 | 10 | 0 | · | -6 | -3
CCOC(=O)c1ccc(NC(=O)CSc2nnc(CNC(=O)c3ccccc3F)o2)cc1 | -3 | 33 | -11 | -8 | 5 | 15 | 6 | 1 | 10 | 1 | 7

In a second layout: 2 of the compounds above.
CN(C)c1cccc(C(=O)N(Cc2ccccc2)Cc2ccccc2)c1
- ABHD5 PLIN5 PPI: 3
- NR5A2 inv ag: -7
- NCOA2 inhibitor: -6
- TWEAK-Fn14 inh: -8
- NOD2 RIPK2 PPI: -3
- COUP-TFII inh: 0
- SRC1 inh: 2
- Exocytosis inh: 36
- TLR9-MyD88 block: 0
- SRC3 inh: -9
- TROY signal inh: -24

O=C(CSc1nccn1-c1ccc(F)cc1)Nc1ccc2c(c1)OCO2
- ABHD5 PLIN5 PPI: -2
- NR5A2 inv ag: -19
- NCOA2 inhibitor: -17
- TWEAK-Fn14 inh: -7
- NOD2 RIPK2 PPI: -13
- COUP-TFII inh: 6
- SRC1 inh: -4
- Exocytosis inh: 0
- TLR9-MyD88 block: 0
- SRC3 inh: 9
- TROY signal inh: -41

Laid out differently: results already given
> Cc1cc(Br)c(NC(=O)COC(=O)CC2CC3CCC2C3)c(Br)c1 (stereo not given)
  ABHD5 PLIN5 PPI: -7
  NR5A2 inv ag: -2
  NCOA2 inhibitor: -15
  TWEAK-Fn14 inh: 2
  NOD2 RIPK2 PPI: 1
  COUP-TFII inh: 15
  SRC1 inh: 2
  Exocytosis inh: 2
  TLR9-MyD88 block: -3
  SRC3 inh: 5
  TROY signal inh: 11

> O=C(OCCN1C(=O)c2cccc3c(N4CCOCC4)ccc(c23)C1=O)c1ccc(Cl)cc1Cl
  ABHD5 PLIN5 PPI: -4
  NR5A2 inv ag: 9
  NCOA2 inhibitor: -2
  TWEAK-Fn14 inh: 90*
  NOD2 RIPK2 PPI: 7
  COUP-TFII inh: -4
  SRC1 inh: 16
  Exocytosis inh: 9
  TLR9-MyD88 block: 38*
  SRC3 inh: 23
  TROY signal inh: 49

> CC(C)c1nc2oc3c(=O)[nH]cnc3c2c2c1COC(C)(C)C2
  ABHD5 PLIN5 PPI: 1
  NR5A2 inv ag: -10
  NCOA2 inhibitor: 4
  TWEAK-Fn14 inh: 9
  NOD2 RIPK2 PPI: 5
  COUP-TFII inh: -8
  SRC1 inh: 3
  Exocytosis inh: 3
  TLR9-MyD88 block: -5
  SRC3 inh: 20
  TROY signal inh: 17

> Cc1ccccc1NS(=O)(=O)c1ccc(-c2ccc(=O)[nH]n2)o1
  ABHD5 PLIN5 PPI: -1
  NR5A2 inv ag: 24
  NCOA2 inhibitor: 16
  TWEAK-Fn14 inh: -1
  NOD2 RIPK2 PPI: 0
  COUP-TFII inh: 0
  SRC1 inh: 7
  Exocytosis inh: 0
  TLR9-MyD88 block: -3
  SRC3 inh: -1
  TROY signal inh: -4
